Source: PubChem BioAssay
LYPLA1 counter: LYPLA1 inhibitors, primary screen, counter-screen for PME1 inhibitor project, biochemical, fluorescence polarization, FP-Rh probe ABPP; recombinant LYPLA1; AID 2174, 2009; 320,000 compounds, 0.16% hits; Acyl-protein thioesterase 1 (Homo sapiens), O75608; inhibition, % at 5.9 µM;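 active means inhibition above the mean of all tested compounds plus 3 SD, set per campaign, cut at about 14% in these data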;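 further: inhibitors block serine hydrolase probe labeling of LYPLA1 so polarization falls; 0% = enzyme with DMSO and 100% = wells lacking LYPLA1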
Target sequence (O75608 whole entry, looked up): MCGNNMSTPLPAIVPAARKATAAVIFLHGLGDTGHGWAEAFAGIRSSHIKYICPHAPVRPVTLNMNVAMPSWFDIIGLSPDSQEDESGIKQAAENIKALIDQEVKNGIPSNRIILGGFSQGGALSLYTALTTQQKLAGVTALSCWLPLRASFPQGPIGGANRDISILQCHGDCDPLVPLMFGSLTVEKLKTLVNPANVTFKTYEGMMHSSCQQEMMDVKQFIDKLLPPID
GSTO1 counter: inhibitors of recombinant GSTO1, primary screen, counter-screen for RBBP9 inhibitor project, biochemical, fluorescence polarization; inhibition, % at 5.96 µM; Glutathione S-transferase omega-1 (Homo sapiens), P78417; activity-based probe fluorescence polarization; 300,000 compounds, 1.1% hits;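 active means inhibition above the campaign mean inhibition plus 3 SD, cut at about 35% in these data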;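 further: 0% = GSTO1-1 with DMSO and 100% = wells lacking GSTO1-1 enzyme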
Target sequence (P78417 whole entry, looked up): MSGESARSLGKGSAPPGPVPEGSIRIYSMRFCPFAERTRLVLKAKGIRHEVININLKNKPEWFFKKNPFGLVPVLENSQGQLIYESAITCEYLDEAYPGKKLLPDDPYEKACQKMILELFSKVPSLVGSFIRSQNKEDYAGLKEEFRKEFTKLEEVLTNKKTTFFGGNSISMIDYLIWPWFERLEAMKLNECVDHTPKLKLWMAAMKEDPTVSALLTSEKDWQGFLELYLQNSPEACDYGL
PAFAH1B2 inh: PAFAH1B2 enzyme inhibitors, primary screen, biochemical, fluorescence polarization, human | inhibition, % at 3.39 µM | recombinant PAFAH1B2, FP-rhodamine activity probe | Platelet-activating factor acetylhydrolase IB subunit alpha2 (Homo sapiens), P68402 | 340,000 compounds, 1.2% hits;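 active means inhibition above the mean of all tested compounds plus 3 SD, cut at about 24% in these data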;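 further: 0% = enzyme with DMSO and 100% = wells lacking PAFAH1B2; many of its hits are not listed in these tables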
PAFAH2 FP inh: PAFAH2 enzyme inhibitors, primary screen, biochemical, fluorescence polarization, human; inhibition, % at 3.39 µM; Platelet-activating factor acetylhydrolase 2, cytoplasmic (Homo sapiens), Q99487; recombinant PAFAH2, FP-rhodamine activity probe; 340,000 compounds, 0.99% hits;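 active means inhibition above the mean over all tested compounds plus 3 SD, cut at about 30% in these data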;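 further: inhibitors block probe labeling of enzyme so polarization drops; 0% = enzyme with DMSO and 100% = wells lacking PAFAH2 protein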
PAFAH1B3 inh: PAFAH1B3 enzyme inhibitors, primary screen, biochemical, fluorescence polarization, human; recombinant PAFAH1B3, FP-rhodamine probe; inhibition, % at 3.39 µM; 340,000 compounds, 0.28% hits;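 active means inhibition above the screen-wide average of all tested compounds plus 3 SD, cut at about 25% in these data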;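 further: 0% = enzyme with DMSO only and 100% = wells lacking PAFAH1B3 protein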
PME-1 inh: PME-1 inhibitors via competitive probe labeling, primary screen, biochemical, fluorescence polarization, FP-Rh probe, HTS. 320,000 compounds, 0.53% hits. AID 2130, 2009. inhibition, % at 5.9 µM. recombinant PME-1. Protein phosphatase methylesterase 1 (Homo sapiens), Q9Y570;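 active means inhibition above the campaign mean of all compounds plus 3 SD, cut at about 26% in these data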;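 further: competitive labeling of PME-1 active site by serine hydrolase directed probe; 0% = PME-1 with DMSO and 100% = wells lacking PME-1 enzyme; inhibitors block probe labeling so polarization falls and inhibition rises; many of its hits are not listed in these tables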
Target sequence (Q9Y570 whole entry, looked up): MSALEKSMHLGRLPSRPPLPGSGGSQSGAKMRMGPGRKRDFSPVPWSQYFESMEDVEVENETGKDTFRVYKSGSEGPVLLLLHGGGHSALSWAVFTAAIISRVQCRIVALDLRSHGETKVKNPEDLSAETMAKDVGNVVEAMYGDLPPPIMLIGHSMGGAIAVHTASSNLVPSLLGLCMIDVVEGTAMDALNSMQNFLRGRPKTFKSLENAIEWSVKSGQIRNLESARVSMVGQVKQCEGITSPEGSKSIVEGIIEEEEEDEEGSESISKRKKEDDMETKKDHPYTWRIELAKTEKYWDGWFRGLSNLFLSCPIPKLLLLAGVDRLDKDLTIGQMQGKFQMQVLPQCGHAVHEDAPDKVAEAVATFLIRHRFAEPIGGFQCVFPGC
LYPLA2 counter: LYPLA2 inhibitors, primary screen, counter-screen for PME1 inhibitor project, biochemical, fluorescence polarization, FP-Rh probe ABPP | 320,000 compounds, 0.38% hits | inhibition, % at 5.9 µM | recombinant LYPLA2 | AID 2177, 2009;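 active means inhibition above the screen-wide mean plus 3 SD, limit set per campaign, cut at about 26% in these data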;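 further: 0% = LYPLA2 with DMSO and 100% = wells lacking LYPLA2 enzyme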
Target sequence (O95372 whole entry, looked up): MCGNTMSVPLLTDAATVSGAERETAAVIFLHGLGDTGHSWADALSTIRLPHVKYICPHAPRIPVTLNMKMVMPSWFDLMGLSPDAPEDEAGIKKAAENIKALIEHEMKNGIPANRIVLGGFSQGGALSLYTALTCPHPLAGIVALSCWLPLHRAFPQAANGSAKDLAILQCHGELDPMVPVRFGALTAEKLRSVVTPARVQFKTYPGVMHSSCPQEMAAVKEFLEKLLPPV
PAD4 FP inh: human PAD4 inhibitors, primary screen, biochemical, fluorescence polarization, 1536-well format. Protein-arginine deiminase type-4 (Homo sapiens), Q9UM07. recombinant PAD4, RCA probe fluorescence polarization. inhibition, % at 6.36 µM. 330,000 compounds, 0.41% hits;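 active means percent inhibition above a cutoff equal to the mean of all tested compounds plus 3 SD, cut at about 15% in these data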;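 further: 0% = PAD4 with RCA probe and DMSO and 100% = probe without PAD4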
pPAFAH FP inh: pPAFAH enzyme inhibitors, primary screen, biochemical, fluorescence polarization, human; Platelet-activating factor acetylhydrolase (Homo sapiens), Q13093; recombinant pPAFAH, FP-rhodamine probe fluorescence polarization; inhibition, % at 3.39 µM; 330,000 compounds, 1.5% hits; AID 463082, 2010;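 active means inhibition above the mean inhibition across the screen plus 3 SD, cut at about 25% in these data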;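 further: inhibitors block binding of the rhodamine activity-based probe so polarization drops; 0% = enzyme with DMSO and 100% = wells lacking pPAFAH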
Active calls of the source: *; . = no result given.

SMILES	LYPLA1 counter	GSTO1 counter	PAFAH1B2 inh	PAFAH2 FP inh	PAFAH1B3 inh	PME-1 inh	LYPLA2 counter	PAD4 FP inh	pPAFAH FP inh
CC(=O)OCc1c(C(F)(F)F)nn(C)c1Sc1ccccc1	-1	2	5	1	11	-1	-6	-1	-3
CN(CC(=O)OCC(=O)Nc1ccccc1)S(=O)(=O)c1ccc(Cl)cc1	0	3	8	8	8	-2	-4	1	20
CCOC(=O)c1cnc(SCC(=O)N2CCC(C(N)=O)CC2)nc1N	-3	2	7	-1	19	1	1	-3	1
Cc1cccc(OCC(=O)NCC(C)(C)N2CCOCC2)c1	0	.	8	2	15	-1	-1	-3	-1
CC(=C/C(=O)O)/C=C/c1cccs1	3	16	-2	2	10	-5	4	0	0
Cc1ccccc1N(C(=O)CNC(=O)c1cccs1)C(C(=O)NC1CCCC1)c1ccncc1 (stereo not given)	-2	-1	2	4	-8	-2	-5	-3	0
O=C(CSc1nnc(NC(=O)c2ccco2)s1)Nc1ccc2c(c1)OCCO2	-1	-7	-2	4	4	-4	2	1	-1
Cc1ccc(C)c(S(=O)(=O)N2CCCC2CNC(=O)C(=O)NCc2ccccn2)c1 (stereo not given)	-2	-4	0	5	-5	1	-3	-4	-3
Cc1cc(N)n(-c2ccc(Cl)cc2)n1	-2	-4	6	8	-1	-6	1	2	5
COc1cc(C)c(Cl)cc1S(=O)(=O)n1cnc2ccccc21	-2	7	-6	5	-4	-2	4	5	6
CC(C)N(C#N)c1nc(N2CCOCC2)nc(N2CCOCC2)n1	0	-4	-3	8	9	0	3	2	2
CC(C)[C@H](NC(=O)c1cccc(CN(Cc2ccccc2)C(=O)/C=C/c2ccccc2)c1)C(=O)O	-3	7	-4	6	-5	-10	-1	-6	-5
O=[N+]([O-])c1ccc(Cc2ccncc2)cc1	-3	2	9	14	1	-1	-2	1	3
CCc1sc(C(=O)Nc2nccs2)cc1C	-3	-1	0	2	10	8	5	1	4
O=c1cc(N2CCN(c3ccccc3F)CC2)[nH]c(=O)n1-c1ccc(Br)cc1	1	-3	7	9	-6	-5	0	-7	-8
CCOC(=O)C1CCCN(C(=O)CSc2nccn2C)C1 (stereo not given)	1	3	5	5	11	2	8	1	3
CCCCNC(=O)c1ccc(SCC(=O)N(CC)CC)c([N+](=O)[O-])c1	2	-1	6	3	0	2	2	-2	2
CCc1ccc(NC(=O)c2ccc(F)c(S(=O)(=O)NCC3COc4ccccc4O3)c2)cc1 (stereo not given)	-44	-18	-11	-46	-20	-78	-64	1	-34
CC#CCN1C(=O)N[C@@H](c2ccccc2)C(C(=O)OC)=C1C	-1	1	0	2	5	-2	-5	-6	6
CC(C)(C)[C@@H]1CCC(=O)N(CC[C@H](N=[N+]=[N-])c2ccccc2)CC1	4	-1	18	13	5	1	0	-3	-2
O=C(COC(=O)CCSc1ccccc1)NCc1ccc(F)cc1	-4	6	5	-6	7	-3	-2	-1	15
Cn1c(=O)c(=O)n(C)c2cc(S(=O)(=O)Nc3ccc4c(c3)OCCO4)ccc21	3	5	7	0	6	4	3	-2	2
CC(=O)N1C(C)(C)CC(=NOC(=O)c2ccc(C)cc2)CC1(C)C	-3	6	0	83*	10	-6	-4	1	25*
CCC(=O)NCCSc1c[nH]c2ccccc12	-3	5	8	4	5	1	-8	-2	-10
COC(=O)c1c(C)[nH]c(C(=O)C(C)OC(=O)c2ccco2)c1C (stereo not given)	-4	.	2	8	4	-2	2	0	-2

Next compounds follow:
SMILES	LYPLA1 counter	GSTO1 counter	PAFAH1B2 inh	PAFAH2 FP inh	PAFAH1B3 inh	PME-1 inh	LYPLA2 counter	PAD4 FP inh	pPAFAH FP inh
CC1(C)CC(=O)C=C(NNC(=O)c2ccc(N)cc2)C1	5	3	-4	-10	8	-5	3	2	3
CCOC(=O)c1cccnc1SCC(=O)NC(C)CC (stereo not given)	-2	2	-4	-10	0	1	1	-5	-1
COc1ccccc1C(=O)NCCC(=O)N(C)CC(=O)Nc1c(Cl)cccc1Cl	-5	-1	-2	2	2	-5	2	-4	-3
CC(C)Sc1sc(C(=O)O)c(-c2ccc(Cl)cc2)c1C#N	2	-7	4	1	5	-4	1	2	-4
COc1ccc(S(=O)(=O)N2CCCC(C(=O)NCCC(C)C)C2)cc1 (stereo not given)	-1	2	2	6	9	-2	-1	0	-2
Cc1ccc(C)c(CS(=O)(=O)c2cn(CC(=O)N3CCC(C)CC3)c3ccccc23)c1	0	2	4	6	3	-2	-1	2	-1
O=C(CN1C(=O)NC2(CCCc3ccccc32)C1=O)N1CCN(c2cccc(C(F)(F)F)c2)CC1 (stereo not given)	2	.	4	3	-1	2	13	-3	6
Cc1ccc(Cl)cc1N(CC(=O)Nc1cccc(N(C)S(C)(=O)=O)c1)S(C)(=O)=O	2	7	2	5	9	1	-6	3	3
Cc1cc(NC(=O)c2ccc3c(c2)OCCO3)ccc1NC(=O)c1cc2ccccc2o1	-8	2	4	-11	0	-4	-16	-2	-19
CC(C)CC(=O)NCCCCc1ccccc1	1	2	0	0	0	2	2	3	2
Cc1cccc(CCNC(=O)CCc2c(C)nc3ncnn3c2C)c1	3	4	2	1	-2	-2	-1	-4	5
Nn1c(Cc2cccc3ccccc23)nnc1SCc1ccc(Cl)c(Cl)c1	-6	5	4	-5	6	-1	-8	-3	3
O=C(c1cc(C(=O)N2CCCC2)cc([N+](=O)[O-])c1)N1CCCC1	4	6	1	-7	8	-2	-1	3	-2
CCc1cccc2c(C(=O)COC(=O)c3cccc(S(=O)(=O)N(C)C4CCCCC4)c3)c[nH]c12	-34	-11	2	3	11	-37	-61	-4	-10
O=C(O)c1nn(CCSc2ccccc2F)c(=O)c2ccccc12	-7	4	3	2	3	8	3	-2	6
CC(C)OCCCNC(=O)Cn1ccc2cc(S(=O)(=O)N3CCCCCC3)ccc21	0	4	3	4	6	5	-1	2	3
O=[N+]([O-])c1ccccc1S(=O)(=O)Nc1cccc(S(=O)(=O)N2CCCC2)c1	.	.	5	6	0	.	.	-1	5
N#CCCN(C(=O)c1cc2c(s1)-c1ccccc1S(=O)(=O)C2)c1ccccc1	-2	18	5	-8	15	3	2	0	0
O=C(CNC(=S)N(Cc1ccccc1F)C1CCCCC1)NCC1CCCO1 (stereo not given)	0	11	3	4	5	5	6	2	1
C/C(=N\Nc1nncc2ccccc12)c1cccc(OC(F)F)c1	5	-3	6	4	11	4	1	-8	3
Cc1ccc2nc(N3CCN(C(=O)CCCC(=O)O)CC3)nc(-c3ccccc3)c2c1	-3	22	-4	-3	6	-4	3	4	5
CCOc1ccc(C(=O)Nc2cccc(-c3ccc4nncn4n3)c2)cc1	-3	-9	2	4	-5	-5	-3	0	-1
Cc1ccc(NC(=O)CCn2nc(C)cc2C)cc1	-3	2	-2	-2	3	-2	2	-3	0
CCc1cc(-c2[nH]ncc2-c2nc3ccccc3n2C)c(O)cc1O	1	1	6	-3	5	9	5	-10	4
NC(=S)N1OC[C@@H]2COc3ccc4ccccc4c3[C@@H]21	-5	-2	5	1	3	-9	-13	0	1

Continuation.
SMILES	LYPLA1 counter	GSTO1 counter	PAFAH1B2 inh	PAFAH2 FP inh	PAFAH1B3 inh	PME-1 inh	LYPLA2 counter	PAD4 FP inh	pPAFAH FP inh
N/C(=N\OC(=O)c1ccccc1Cl)c1ccc(Cl)cc1	4	-4	8	5	2	1	5	2	3
O=C(CS(=O)(=O)Cc1ccccc1)NCc1ccco1	-1	5	-1	13	9	5	-1	2	5
CCOc1ccc(NC(=O)CN(C)C(=O)Cn2c(=O)cnc3ccccc32)cc1OCC	2	.	5	6	10	-7	0	-1	-5
CCN(CC)CCN(C(=O)c1ccc(S(=O)(=O)N(C)C2CCCCC2)cc1)c1nc2ccc(OC)cc2s1	1	4	2	-4	2	1	1	-1	-3
C/C(CC(=O)NC(C)C)=N\NC(=O)C(c1ccccc1)c1ccccc1	1	7	4	1	1	-1	6	-4	6
CCCOC(=O)c1c(NC(=O)C2C3C=CC(C3)C2C(=O)O)sc2c1CCC(C)C2 (stereo not given)	-1	8	19	13	1	-5	0	-3	4
O=C(O)[C@H]1CCC(=O)N1Cc1ccco1	0	11	-1	0	-1	-2	8	-4	-4
CN1CCN(C(=S)Nc2cccc(C(F)(F)F)c2)CC1	0	-4	7	2	3	5	1	6	6
O=S1(=O)NC[C@]23C[C@H](c4ccc(F)cc4)[C@@H](C[C@@H]21)O3	-2	-7	-1	1	6	-4	2	4	4
CN1C(=O)[C@H]2[C@@H](C3CC3)N3C(=O)CN(CC4CC4)C(=O)[C@@]3(C)[C@H]2C1=O	2	4	4	-7	12	-8	5	-1	-1
COc1cccc(N2CCN(Cc3nc(N)nc(Nc4ccccc4)n3)CC2)c1	-3	0	0	2	7	5	-1	-4	3
C=CC[C@H](CC(=O)OC(C)(C)C)C(=O)OC[C@@H]1CCCN1C(=O)[C@H](CC=C)CC(=O)N[C@H](CO)Cc1ccccc1	.	.	4	-2	9	.	.	0	0
C=CCSc1nc2ccccc2n1C(=O)/C=C/c1cc(OC)c(OC)c(OC)c1	4	-1	0	9	-3	14	0	-8	-3
CC1(c2ccc(Cl)cc2)NC(=O)N(CC(=O)NCc2cccs2)C1=O (stereo not given)	-1	4	4	1	3	3	2	5	-2
COc1ccc(CCN(C)CC(=O)Nc2c(C)cc(C)cc2C)cc1OC	1	3	4	5	1	-2	3	-1	7
O=S(=O)(/C=C/c1ccccc1)n1cnc2ccccc21	-1	2	5	4	8	2	-1	-2	-2
COc1ccc(C)cc1N(C)C(=O)c1coc(=O)c2ccccc12	0	-7	-3	23	2	-8	-8	-3	-2
O=C(NNS(=O)(=O)c1ccccc1)c1sccc1-n1cccc1	0	4	10	0	6	-3	6	-4	-1
CCN1CCCC1CNC(=O)c1cc(NC(C)=O)c(N(C)C)cc1OC (stereo not given)	-1	0	-2	2	3	-3	3	-3	4
CCc1cc(CNC(=O)CC2C(=O)NCCN2Cc2ccc(-c3ccccc3)cc2)on1 (stereo not given)	-3	0	8	-1	0	0	-7	1	9
O=C(Nc1ccc2c(c1)OCO2)c1ccccc1	-1	-2	6	11	7	-10	-2	4	-8
CC(=O)Nc1nonc1C(=O)N1CCC(C)CC1	1	-11	-1	-10	-2	1	1	-5	0
COC(=O)CSCC(=O)Nc1nnc(-c2ccccc2C)s1	0	-8	3	-4	1	-4	-4	2	0
CCOC(=O)CCC(=O)N1CCNC(=O)C1	2	-1	-3	-2	1	-3	-3	-6	-6
Cc1c(C(=O)OCC(=O)NCc2ccccc2)oc2ccccc12	-3	13	-4	6	2	6	2	1	4
O=C(CSc1nc(-c2ccccc2Cl)ns1)Nc1ccc2c(c1)OCO2	-5	-8	2	5	8	2	0	1	4
C[n+]1c(/C=C/c2ccc(O)cc2)ccc2ccccc21	-8	-8	-4	-11	9	-12	-7	3	0
COc1ccccc1C(=O)Nc1ccc2nc(SCC(=O)N(C)C)sc2c1	6	0	2	6	8	18	1	0	2

These rows are one share of the data (hit frequency here may not be typical).
